Assay outcomes (PubChem)
hgDAF-12 ag = agonists of H. glycines DAF-12 nuclear receptor; HEK293 GAL4-hgDAF12 UAS-luciferase reporter, agonist luminescence; normalized to butyrate control; activation, % at 6.8 µM; hit rate 1.8% among 370,000; AID 687014;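 active means activation above a cutoff set at the mean of all screened compounds plus 3 SD, cut at about 10% in these data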;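 further: 0% = DMSO wells and 100% = sodium butyrate wells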
DAX1 inh-1 = NR0B1 (DAX1) inhibition. P51843. HEK293 Gal4-DAX1 luciferase reporter, luminescence. inhibition, % at 6.75 µM. hit rate 0.99% among 340,000. AID 504766;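 active means inhibition above the mean over all tested compounds plus 3 SD, cut at about 4.2% in these data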;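 further: 0% = DAX1-transfected cells with DMSO and 100% = empty-vector control cells with DMSO; inhibition shows as a rise in luminescence from relieved DAX1 repression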
Target sequence (P51843 207-470 limits assumed): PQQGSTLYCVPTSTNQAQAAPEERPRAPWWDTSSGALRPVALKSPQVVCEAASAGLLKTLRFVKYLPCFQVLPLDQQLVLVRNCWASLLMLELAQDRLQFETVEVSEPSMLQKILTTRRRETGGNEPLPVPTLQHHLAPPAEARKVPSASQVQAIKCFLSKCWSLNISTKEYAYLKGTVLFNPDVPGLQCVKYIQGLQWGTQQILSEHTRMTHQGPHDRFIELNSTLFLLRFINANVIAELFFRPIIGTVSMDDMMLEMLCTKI
PLCb3 inh = PLC-beta3 (human) inhibition, primary screen | Purified PLC-beta3, fluorogenic substrate, fluorescence | inhibition, % at 12.2 µM | hit rate 0.18% among 370,000; in the data active means inhibition above about 11%;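 further: 0% = median of compound wells on plate and 100% = full blocker control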
GAA850 FXN act = activators of GAA850 frataxin (FXN) promoter; HEK293 lucGAA850 FXN promoter luciferase reporter, 24 h; percent of 10 µM SAHA response; activation, % at 6 µM; hit rate 0.56% among 360,000;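 active means activation above the average of all compounds screened plus 3 SD, cutoff fixed separately per campaign, cut at about 7.5% in these data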;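 further: 0% = DMSO wells and 100% = 10 µM SAHA wells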
PLC-gamma1 inh = inhibitors of human phospholipase C gamma1; purified PLC-gamma1, fluorogenic substrate, fluorescence; inhibition, % at 12.2 µM; hit rate 0.84% among 370,000; in the data active means inhibition above about 9.5%
ssDAF-12 act = activates DAF-12 receptor from parasite S. stercoralis | activation, % at 6.8 µM | HEK293 ssDAF-12/GRIP1 lit1-tk-luc reporter, luminescence; % of 3 µM dafachronic acid response | hit rate 1% among 370,000;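 active means activation above the mean over all tested compounds plus 3 SD, cut at about 0.9% in these data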;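 further: 0% = DMSO-only wells and 100% = 3 µM delta7-dafachronic acid wells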
DAX1 inh-2 = blocks DAX1 repression of SF-1 activated StAR promoter; HEK293T StAR-luciferase reporter, SF-1/DAX-1 repression relief; inhibition, % at 6.8 µM; hit rate 1.1% among 370,000; AID 652010;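 active means inhibition above the mean over all tested compounds plus 3 SD, cut at about 3.6% in these data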;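 further: 0% = DAX-1 cells with DMSO and 100% = cells lacking DAX-1 with DMSO; higher inhibition means more luminescence from relief of DAX-1 repression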
ADAM17 inh = ADAM17 inhibition, QFRET primary screen. recombinant ADAM17, EDANS/DABCYL FRET peptide cleavage. AID 720648. inhibition, % at 6.95 µM. hit rate 0.83% among 370,000. P78536;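 active means inhibition above the mean of compounds lying between control limits plus 3 SD, set per campaign, cut at about 8.5% in these data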;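 further: 0% = DMSO-only wells as the low control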
Target sequence (P78536 215-824 limits assumed): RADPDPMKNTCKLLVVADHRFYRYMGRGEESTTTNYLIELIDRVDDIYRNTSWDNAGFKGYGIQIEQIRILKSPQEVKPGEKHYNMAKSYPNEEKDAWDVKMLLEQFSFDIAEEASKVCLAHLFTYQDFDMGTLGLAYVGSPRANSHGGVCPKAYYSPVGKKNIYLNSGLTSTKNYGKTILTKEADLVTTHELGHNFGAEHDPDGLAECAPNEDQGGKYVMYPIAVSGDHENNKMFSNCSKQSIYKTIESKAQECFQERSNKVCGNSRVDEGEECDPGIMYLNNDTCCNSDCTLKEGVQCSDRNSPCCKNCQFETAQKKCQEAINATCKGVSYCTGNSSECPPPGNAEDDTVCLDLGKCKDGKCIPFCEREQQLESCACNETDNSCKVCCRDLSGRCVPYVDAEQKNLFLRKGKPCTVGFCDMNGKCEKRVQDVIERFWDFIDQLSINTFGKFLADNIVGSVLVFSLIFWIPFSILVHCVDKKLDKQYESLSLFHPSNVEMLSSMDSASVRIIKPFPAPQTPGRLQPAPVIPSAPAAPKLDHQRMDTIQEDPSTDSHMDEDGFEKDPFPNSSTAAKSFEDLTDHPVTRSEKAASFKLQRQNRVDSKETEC
ADAM10 inh = inhibits human ADAM10. hit rate 0.62% among 370,000. recombinant ADAM10, EDANS/DABCYL FRET peptide cleavage, 3 h. O14672. inhibition, % at 7 µM;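 active means inhibition above a per-campaign cutoff equal to the mean of compounds falling between control-based bounds plus 3 SD, cut at about 20% in these data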;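 further: 0% = DMSO wells while the 100% control is not disclosed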
hcDAF12 agonist = activates DAF-12 receptor from parasite H. contortus; HEK293 hcDAF-12 lit1-tk-luc reporter, luminescence; 0% DMSO, 100% Δ7-dafachronic acid; hit rate 1.4% among 370,000; activation, % at 6.8 µM;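 active means activation above the mean of all tested compounds plus 3 SD, cut at about 5.5% in these data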;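 further: 100% = response to 3 µM Δ7-dafachronic acid high control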
HGIII-sPLA2 inh = Blocks human group III sPLA2 activity | inhibition, % at 12.2 µM | QFRET BODIPY PC-A2 liposome hydrolysis, fluorescence | Q9NZ20 | AID 743126 | hit rate 0.56% among 370,000;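 active means inhibition above mean plus 3 SD of compounds lying within the high and low control bounds, cut at about 19% in these data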;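 further: 0% = median of test compound wells and 100% = no enzyme DMSO wells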
* = called active by the depositor. An unsorted share of the library (roughly 6.9% active in at least one column).

What do the screens show for `Cc1c(Cl)c(C(F)(F)F)nn1CC(=O)NCc1ccco1`?
hgDAF-12 ag: -0.8; DAX1 inh-1: 3.3; PLCb3 inh: 0; GAA850 FXN act: 1.6; PLC-gamma1 inh: -2; ssDAF-12 act: -0.9; DAX1 inh-2: 0.3; ADAM17 inh: 0; ADAM10 inh: -4; hcDAF12 agonist: -0.7; HGIII-sPLA2 inh: -3

What do the screens show for `COc1ccc(O)c(/C=N/NC(=S)Nc2cccc(S(=O)(=O)N(C)C)c2)c1`?
hgDAF-12 ag: -6.1; DAX1 inh-1: -1.9; PLCb3 inh: inactive; GAA850 FXN act: -6.0; PLC-gamma1 inh: inactive; ssDAF-12 act: -2.0; DAX1 inh-2: -3.8; ADAM17 inh: -46; ADAM10 inh: -130; hcDAF12 agonist: -3.8; HGIII-sPLA2 inh: 24*

Results for COc1ccc(NS(=O)(=O)c2ccc(C)c(C(=O)NCc3ccccc3CN3CCCC3)c2)cc1 ?
hgDAF-12 ag: 0.6; DAX1 inh-1: 0.8; PLCb3 inh: 0; GAA850 FXN act: -2.9; PLC-gamma1 inh: 3; ssDAF-12 act: -0.6; DAX1 inh-2: 1.3; ADAM17 inh: -5; ADAM10 inh: -8; hcDAF12 agonist: -0.8; HGIII-sPLA2 inh: -2

How did COC(=O)[C@]12C[C@H](CC(=O)N3CCSCC3)C(=O)N(Cc3cccc4ccccc34)C1=C[C@H](C1CCCC1)O[C@@H]2C do in these assays?
hgDAF-12 ag: 1.4; PLCb3 inh: 4; PLC-gamma1 inh: 8; ssDAF-12 act: -0.7; DAX1 inh-2: -0.2; ADAM17 inh: 7; ADAM10 inh: 19; hcDAF12 agonist: -2.8; HGIII-sPLA2 inh: -5

Results for COc1ccc(C(C(=O)NC2CCCCC2)N(Cc2ccco2)C(=O)c2snc(C(N)=O)c2N)cc1 (stereo unspecified) ?
hgDAF-12 ag: -2.9; DAX1 inh-1: -0.6; PLCb3 inh: -50; GAA850 FXN act: -2.1; PLC-gamma1 inh: -31; ssDAF-12 act: -2.1; DAX1 inh-2: -0.9; ADAM17 inh: -19; ADAM10 inh: -67; hcDAF12 agonist: -3.7; HGIII-sPLA2 inh: -5

Results for CC(C)c1cc(C(C)C)c(S(=O)(=O)N2CCC(C(=O)NCc3cccs3)CC2)c(C(C)C)c1 ?
hgDAF-12 ag: -4.3; PLCb3 inh: 3; PLC-gamma1 inh: 2; ssDAF-12 act: -1.8; DAX1 inh-2: -1.6; ADAM17 inh: -1; ADAM10 inh: 4; hcDAF12 agonist: -1.6; HGIII-sPLA2 inh: -4

How did CC(C)S(=O)(=O)NC(=O)C1(C)CCN1C(=O)Cc1ccccc1 (stereo unspecified) do in these assays?
hgDAF-12 ag: 1.6; PLCb3 inh: -1; GAA850 FXN act: 1.3; PLC-gamma1 inh: 1; ssDAF-12 act: -0.9; DAX1 inh-2: -1.1; ADAM17 inh: -2; ADAM10 inh: -19; hcDAF12 agonist: -0.8; HGIII-sPLA2 inh: 6

Results for COc1ccc(NCC(=O)N/N=C/c2c(C)nn(Cc3ccccc3)c2Cl)cc1 ?
hgDAF-12 ag: 0.6; DAX1 inh-1: 0.3; PLCb3 inh: -1; GAA850 FXN act: 0.8; PLC-gamma1 inh: -2; ssDAF-12 act: -1.8; DAX1 inh-2: -0.5; ADAM17 inh: 1; ADAM10 inh: 7; hcDAF12 agonist: 1.2; HGIII-sPLA2 inh: 9

How did COC(=O)c1ccc(CSc2nc3c(c(=O)n2-c2ccccc2)SCC3)o1 do in these assays?
hgDAF-12 ag: -4.1; DAX1 inh-1: 1.1; PLCb3 inh: 1; GAA850 FXN act: 1.4; PLC-gamma1 inh: 0; ssDAF-12 act: -1.7; DAX1 inh-2: -2.0; ADAM17 inh: 1; ADAM10 inh: -10; hcDAF12 agonist: -1.2; HGIII-sPLA2 inh: -4

Results for CCOc1cc(CNC2CCCC2)cc(Cl)c1OCc1ccccc1 ?
hgDAF-12 ag: 2.0; DAX1 inh-1: 0.4; PLCb3 inh: 3; GAA850 FXN act: -9.0; PLC-gamma1 inh: 4; ssDAF-12 act: -1.5; DAX1 inh-2: -0.1; ADAM17 inh: 1; ADAM10 inh: 5; hcDAF12 agonist: 0.9; HGIII-sPLA2 inh: 5

How did O=C1CC(N2C(=O)/C(=C/C=C/c3ccccc3)SC2=S)C(=O)N1c1ccccc1 (stereo unspecified) do in these assays?
hgDAF-12 ag: -2.5; DAX1 inh-1: 2.0; PLCb3 inh: -6; GAA850 FXN act: 2.0; PLC-gamma1 inh: -2; ssDAF-12 act: -0.9; DAX1 inh-2: 0.2; ADAM17 inh: 1; ADAM10 inh: 1; hcDAF12 agonist: -2.5; HGIII-sPLA2 inh: -8

Results for N#CC1=C(N)Oc2cc(N)ccc2C1c1cccnc1 (stereo unspecified) ?
hgDAF-12 ag: 0.7; DAX1 inh-1: 0.1; PLCb3 inh: -23; GAA850 FXN act: 1.4; PLC-gamma1 inh: -26; ssDAF-12 act: -1.0; DAX1 inh-2: -0.2; ADAM17 inh: -4; ADAM10 inh: -6; hcDAF12 agonist: -1.2; HGIII-sPLA2 inh: -1

Results for COC(=O)c1c(NC(=O)c2cnccn2)sc2c1CCC2 ?
hgDAF-12 ag: 0.4; DAX1 inh-1: -1.3; PLCb3 inh: -6; GAA850 FXN act: 3.2; PLC-gamma1 inh: -1; ssDAF-12 act: -1.3; DAX1 inh-2: -1.0; ADAM17 inh: 0; ADAM10 inh: -12; hcDAF12 agonist: -0.2; HGIII-sPLA2 inh: 3

What do the screens show for `O=C(NCCCn1ccnc1)c1ccc(Br)s1`?
hgDAF-12 ag: -0.5; DAX1 inh-1: 1.0; PLCb3 inh: -8; GAA850 FXN act: 1.5; PLC-gamma1 inh: 3; ssDAF-12 act: -1.0; DAX1 inh-2: -2.3; ADAM17 inh: 0; ADAM10 inh: -4; hcDAF12 agonist: -0.3; HGIII-sPLA2 inh: -1

Results for O=C(c1ccc(-c2cc(Cl)ccc2Cl)o1)N1CCOCC1 ?
hgDAF-12 ag: 2.5; DAX1 inh-1: -0.2; PLCb3 inh: -5; GAA850 FXN act: 6.3; PLC-gamma1 inh: 0; ssDAF-12 act: -1.1; DAX1 inh-2: 0.4; ADAM17 inh: 0; ADAM10 inh: 0; hcDAF12 agonist: -1.2; HGIII-sPLA2 inh: -1

What do the screens show for `Cc1cccc(NC(=O)CN2CCN(C(=O)C3CCN(C(=O)/C=C/c4ccccc4)CC3)CC2)c1C`?
hgDAF-12 ag: -4.2; DAX1 inh-1: -1.8; PLCb3 inh: -2; GAA850 FXN act: -0.5; PLC-gamma1 inh: 1; ssDAF-12 act: -1.6; DAX1 inh-2: -2.6; ADAM17 inh: -1; ADAM10 inh: -4; hcDAF12 agonist: 0.0; HGIII-sPLA2 inh: -5

Results for CCOC(=O)[C@]12CCCC=C1N(CCCOC)C(=O)[C@@H]2CC(=O)N1CCN(C(=O)C2CC2)CC1 ?
hgDAF-12 ag: -2.5; PLCb3 inh: -1; PLC-gamma1 inh: 0; ssDAF-12 act: -0.7; DAX1 inh-2: -1.3; ADAM17 inh: -9; ADAM10 inh: -8; hcDAF12 agonist: 0.9; HGIII-sPLA2 inh: 9

Results for COc1ccc(NC(=O)CN2C(=O)C(c3ccccc3)=NC23CCCCCC3)cc1 ?
hgDAF-12 ag: 0.4; DAX1 inh-1: -0.1; PLCb3 inh: 5; GAA850 FXN act: 2.5; PLC-gamma1 inh: 5; ssDAF-12 act: -0.5; DAX1 inh-2: 0.1; ADAM17 inh: 7; ADAM10 inh: 27*; hcDAF12 agonist: 0.8; HGIII-sPLA2 inh: -27

What do the screens show for `N#CC1(NC(=O)COC(=O)c2cc([N+](=O)[O-])ccc2N2CCOCC2)CCCCC1`?
hgDAF-12 ag: -0.4; DAX1 inh-1: -0.6; PLCb3 inh: 0; GAA850 FXN act: 2.0; PLC-gamma1 inh: -6; ssDAF-12 act: -0.6; DAX1 inh-2: 1.7; ADAM17 inh: 0; ADAM10 inh: 5; hcDAF12 agonist: -1.4; HGIII-sPLA2 inh: -2

What do the screens show for `CC(=O)Nc1ccc(NC(=O)CCn2nnc3ccccc32)cc1`?
hgDAF-12 ag: 0.9; DAX1 inh-1: -0.8; PLCb3 inh: 3; GAA850 FXN act: 4.2; PLC-gamma1 inh: 0; ssDAF-12 act: 1.3*; DAX1 inh-2: 0.5; ADAM17 inh: -5; ADAM10 inh: -7; hcDAF12 agonist: 3.8; HGIII-sPLA2 inh: 10

Results for CCO[C@H]1OC(C(=O)NCc2ccccc2)=C[C@@H](c2ccc3c(c2)OCO3)[C@@H]1CCCO ?
hgDAF-12 ag: -1.7; DAX1 inh-1: -1.9; PLCb3 inh: -2; GAA850 FXN act: -4.4; PLC-gamma1 inh: 1; ssDAF-12 act: -1.5; DAX1 inh-2: -0.1; ADAM17 inh: -5; ADAM10 inh: 0; hcDAF12 agonist: -1.9; HGIII-sPLA2 inh: 1

Results for COC(=O)c1ccc(OCCn2cnc3ccccc3c2=O)cc1 ?
hgDAF-12 ag: 2.6; DAX1 inh-1: 1.2; PLCb3 inh: -5; GAA850 FXN act: 4.7; PLC-gamma1 inh: 5; ssDAF-12 act: -0.2; DAX1 inh-2: 1.7; ADAM17 inh: -2; ADAM10 inh: -2; hcDAF12 agonist: -0.2; HGIII-sPLA2 inh: 9

Results for Cc1cccc(NS(=O)(=O)c2c(C)nc3scc(C)n3c2=O)c1 ?
hgDAF-12 ag: -0.9; DAX1 inh-1: -0.3; PLCb3 inh: -5; GAA850 FXN act: 0.1; PLC-gamma1 inh: 5; ssDAF-12 act: -1.4; DAX1 inh-2: 0.2; ADAM17 inh: -3; ADAM10 inh: 0; hcDAF12 agonist: -2.1; HGIII-sPLA2 inh: -7

What do the screens show for `Cc1cc(C)n(CC(O)COc2ccc3ccccc3c2)n1` (stereo unspecified)?
hgDAF-12 ag: 8.4; DAX1 inh-1: 0.5; PLCb3 inh: 0; GAA850 FXN act: 2.9; PLC-gamma1 inh: 2; ssDAF-12 act: -1.5; DAX1 inh-2: 2.9; ADAM17 inh: 0; ADAM10 inh: 2; hcDAF12 agonist: 1.9; HGIII-sPLA2 inh: -1

Results for O=C(Nc1ccccc1C(=O)Nc1ccc(Br)cn1)c1cccc([N+](=O)[O-])c1 ?
hgDAF-12 ag: -3.1; DAX1 inh-1: 0.9; PLCb3 inh: -7; GAA850 FXN act: -0.8; PLC-gamma1 inh: 10*; ssDAF-12 act: -1.4; DAX1 inh-2: -0.2; ADAM17 inh: -6; ADAM10 inh: -11; hcDAF12 agonist: 0.7; HGIII-sPLA2 inh: 12
